# Screening results deposited in PubChem by University of Kansas High Throughput Screening Laboratory.
# Pf apPOL block: Pf-apPOL DNA polymerase inhibition; 210,000 compounds, 0.25% hits; AID 1794808; Recombinant Pf-apPOL, molecular beacon fluorescence, 1.5 h; inhibition, % at 10 µM
# mHTT-CaM PPI inh: mHTT-calmodulin interaction abrogation | 190,000 compounds, 3.6% hits | AlphaScreen His-mHTT/GST-CaM binding, luminescence | P42858 | inhibition, % at 15 µM;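 further: 0% = both proteins with DMSO and 100% = one protein alone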
# The depositor's hits bear a star; · = not tested or not shown; & = joins results of further samples; ! = a repeat was not active. No stated cut-off is given here; in the data, active means inhibition above about 50%; inactive means the rest.
structure	Pf apPOL block	mHTT-CaM PPI inh
O=C(C=Cc1ccc(F)cc1)c1cc(Br)ccc1O	1.7	8.6
COC(=O)COc1ccc2cc(-c3cc(OC)ccc3OC)c(=O)oc2c1	-5.1	-2.1
C1=C(c2ccccc2)Nc2ncnn2C1c1cccs1 (centres undefined)	-1.7	22.0
Cc1c(-n2c(-c3ccccc3)nc3ccccc3c2=O)c(=O)n(-c2ccccc2)n1C	1.4	1.4
CN(C)S(=O)(=O)N1CCN(c2nc3ccccc3o2)CC1	·	-3.3
COc1ccc(N=Cc2ccc([N+](=O)[O-])cc2O)c([N+](=O)[O-])c1	2.6	8.0
COC(=O)c1cc(OC)c(OC)cc1NC(=O)C1=Cc2cc(OC)ccc2OC=C1	-6.7	1.7
CC(=O)Nc1ccc(C2(C(=O)N3CCN(c4ccccc4)CC3)CCCCC2)cc1	-0.9	91.0*
CCCCNC(=O)CCC1N=C2c3ccccc3N=C(SCc3cccc(F)c3)N2C1=O (centres undefined)	-2.3	25.0
COc1ccc(NC(=O)C(NS(=O)(=O)c2cccs2)c2ccccc2)c(OC)c1 (centres undefined)	-4.9	30.0
O=C(CN1CCCCC1)NCC12CC3CC(CC(C3)C1)C2	0.0	-0.1
O=C(C1=CN(c2ccc3c(c2)CCC3)c2ccccc2S1(=O)=O)N1CCOCC1	4.8	7.4
CC(=O)c1[nH]c2ccccc2c1-c1ccccc1	-9.5	8.9
COc1cccc(CNC(=O)c2cc3c(s2)CN(C(C)C)C3)c1	-6.1	-2.2
COc1ccc(NC(=O)Cc2c(O)c3ccccc3[nH]c2=O)cc1	-2.4	3.0
COC(=O)c1cccc(C(=O)Nc2cccc(C)c2C)n1	2.1	-4.6
Cc1ccc(CNC(=O)CCS(=O)(=O)c2ccc(Br)s2)cc1	-1.8	-4.0
CSc1nnc(-c2ccccc2NC(=O)c2cccc(S(=O)(=O)N3CCCC3)c2)o1	-0.6	-2.6
CC(=O)N1c2ccccc2C(C)=CC1(C)C	0.3	-6.4
COc1ccc(CNc2ccccc2[N+](=O)[O-])cc1	-10.3	23.4
CC(=O)N(c1ccc2oc3c(c2c1)CCCC3)S(=O)(=O)c1cccc([N+](=O)[O-])c1	8.8	9.0
Clc1ccc(C2C=C(c3cccs3)Nc3ncnn32)cc1 (centres undefined)	-2.9	11.0
Cc1cccc(C#N)c1N=C1CCCN1Cc1ccccc1	-3.3	-21.0
CC(c1ccccc1)N1C(=O)CN(C2CCCCC2)C(=O)C1c1ccc(Cl)cc1 (centres undefined)	-12.9	-9.0
COc1cccc(CNC(=O)C2CCN(c3nnc(-c4ccccc4)o3)CC2)c1	-2.2	35.7
CCN(CC1CC(c2cccc(F)c2)=NO1)C(=O)C1CCC1 (centres undefined)	-5.3	-3.5
CCOc1ccc2nc(SCC(OCC)OCC)[nH]c2c1	-4.5	-4.0
COc1ccc2nc(NC(N)=NS(C)(=O)=O)nc(C)c2c1	-1.3	-5.3
CCCC(=O)N1c2ccccc2NC2=C(C(=O)CCC2)C1c1ccc(Cl)c(Cl)c1 (centres undefined)	-2.3	44.0
COc1ccccc1/C=C/C=C1/N=C(c2cc([N+](=O)[O-])ccc2OC)OC1=O	-6.7	43.0
CC(C)NC(=O)C1CCCN(c2nnc3c(Cl)cccn23)C1 (centres undefined)	-6.7	-5.7
CC(C)n1cnnc1C1CCN(C(=O)Cc2cccs2)CC1	3.0	-8.2
COCCCNC(=O)c1ccc2c(c1)NC(=O)C1CCCCN21 (centres undefined)	-3.6	-4.6
O=C(NCC(O)C1CCCCC1)c1ccc2nsnc2c1 (centres undefined)	-2.6&-8.2	1.6&-12.3
Cc1ccc(-c2ncc(C(=O)Nc3ccc(Cl)cc3)c(-c3ccncc3)n2)cc1	65.3*	27.1
CCC(=O)Nc1ccc(S(=O)(=O)N2c3ccccc3CC2C)cc1 (centres undefined)	-4.1	12.0
COc1ccccc1CNC(=O)C(=O)Nc1ccc(C)cc1[N+](=O)[O-]	-6.1	1.6
N=c1oc2ccccc2cc1C(=O)Nc1cccc(C(F)(F)F)c1	-3.2	-3.0
CS(=O)(=O)N1CCN(C(=O)Cc2csc(NC(=O)c3ccco3)n2)CC1	15.1	-8.6
CC1CC(C)CN(S(=O)(=O)N2CCCC(C(=O)NCCCN3CCCCC3C)C2)C1 (centres undefined)	-12.9	1.0
CCCNC(=O)c1sc2nc(-c3ccc(OC)cc3)cn2c1C	-4.9	-3.0
O=C(O)c1nnn(-c2cc(F)cc(F)c2)c1-c1ccccn1	2.1	-9.0
CC1(C)CC(N2COc3ccc4c5c(oc4c3C2)C(=O)c2ccccc2C5=O)CC(C)(C)N1	36.8&-3.1	96.0*!
CC(=O)N1CCc2[nH]c3ccc(C(=O)N4CCOCC4)cc3c2C1	-0.8	35.7
C=CCNC(=O)c1cccc(OCc2ccccc2)c1	1.2	-9.4
CCc1ccc(CN2CCC(C(=O)N(CCO)Cc3ccccc3)CC2)cc1	1.9	12.4
Cc1nnc(SCC(=O)Nc2ccc(O)cc2)c2ccccc12	3.6	8.0
N#Cc1ccc(-c2cccs2)nc1SCC(=O)Nc1ccc(I)cc1	-18.4	1.0
Cc1cccc2nnc(N3CCCC(C(=O)NCc4ccco4)C3)n12 (centres undefined)	0.2	7.5
Fc1cc2[nH]c(=S)[nH]c2cc1Cl	·	-5.5
CCn1c(SCC(=O)c2ccccc2)nc2ccccc2c1=O	-10.1	-1.5
CCCC(=O)Nc1cc(Cl)ccc1OC	8.6	-3.5
CC(C)NC(=O)c1ccc(OCC2CCCN(C(=O)c3ccc(F)c(Cl)c3)C2)cc1 (centres undefined)	-0.7	3.0
CC(C)N(CCCNC(=O)c1csc2c1CCCC2)Cc1ccccc1	-2.5	-9.4
Cc1cc2c(C)nc3ccccc3c2o1	0.9	4.6
COc1ccc(CNC(=O)COc2cc(C)c(Br)c(C)c2)cc1	-4.7	-18.5

# (further entries)
structure	Pf apPOL block	mHTT-CaM PPI inh
CCN(CC)CC(=O)Nc1ccc(Br)cc1	-2.2	-3.8
O=[N+]([O-])c1ccc(C=NCC23CC4CC(CC(C4)C2)C3)cc1	0.7	0.0
CCn1cc(C(=O)O)c(=O)c2cc3c(cc21)OCO3	15.2&1.0	-1.2
COc1ccc(S(=O)(=O)Nc2ccc(F)c(F)c2)cc1OC	-4.5	-7.0
Cc1ccccc1CC(=O)N1CCC2(CC1)NC(=O)N(Cc1ccc(Cl)cc1)C2=O	-6.2	11.7
COc1ccc(-c2cn(-c3ccc(Br)cc3)c(=O)[nH]2)cc1	-3.8	27.0
COc1ccc(C2CCCN2C(=O)c2ccc(F)cc2)cc1 (centres undefined)	-2.9	-0.6
O=C(c1ccc(CS(=O)(=O)Cc2ccccc2Cl)o1)N1CCC2(CC1)OCCO2	-6.9	0.0
O=C(Nc1ccc(S(=O)(=O)N2CCc3ccccc32)cc1)C(F)(F)F	-11.3	25.0
CC(C)=C1C2C=CC1C1C(=O)N(c3ccccc3[N+](=O)[O-])C(=O)C21 (centres undefined)	-8.0	2.0
Cc1ccc(N=c2oc3ccc([N+](=O)[O-])cc3cc2C(=O)Nc2nccs2)cc1	-3.3	-5.0
C=CCn1c(=O)c2c(ncn2Cc2ccc(F)c(F)c2)n(-c2ccccc2)c1=O	-0.9	26.1
O=C1C(=O)N(c2nccs2)C(c2ccccc2[N+](=O)[O-])C1=C(O)c1ccccc1 (centres undefined)	-5.2	11.7
N#Cc1c(C(F)(F)F)cc(C2CC2)nc1SCc1cccc(F)c1	·	-112.7
Cc1nnsc1C(=O)NN=Cc1ccc([N+](=O)[O-])s1	8.2	·
CC(C)CCNC(=O)N1CC(C(=O)N2CCCCC2)C2(CCOCC2)C1 (centres undefined)	-2.9	-3.0
Cc1ccc(C)c(CN2CCC(C(N)=O)CC2)c1	0.6	-1.3
O=C1OC(c2cccc(Cl)c2)=N/C1=C\c1ccccc1	6.6	5.0
CC1(O)c2ccccc2C(=O)N1CCc1ccccc1F (centres undefined)	-2.7	-11.0
Cc1cc(C(=O)N2CCCC2c2cc(C(C)C)on2)on1 (centres undefined)	-2.6	0.5
O=C(c1cc(=O)c2ccccc2o1)N1CCN(Cc2nc(-c3ccc(F)cc3)cs2)CC1	-16.8	14.4
CC(C)c1ccc(NC(=O)C2CCN(C(=O)c3cccs3)CC2)cc1	-2.8	13.1
CCOC(=O)C1CSCCS(=O)(=O)N1Cc1ccc(F)cc1 (centres undefined)	10.8	-1.3
CCOC(=O)CSC(=S)NCc1ccc(F)cc1	-6.3	·

# As entered above.
# Pf apPOL block, O=C(O)c1nnn(-c2cc(F)cc(F)c2)c1-c1ccccn1 = 2.1
# Pf apPOL block, Cc1c(-n2c(-c3ccccc3)nc3ccccc3c2=O)c(=O)n(-c2ccccc2)n1C = 1.4
# mHTT-CaM PPI inh, CCOC(=O)C1CSCCS(=O)(=O)N1Cc1ccc(F)cc1 (centres undefined) = -1.3
# mHTT-CaM PPI inh, COc1ccc(C2CCCN2C(=O)c2ccc(F)cc2)cc1 (centres undefined) = -0.6

# New compounds follow.
structure	Pf apPOL block	mHTT-CaM PPI inh
CCc1ccc(CNC(=O)CN2CCc3ccccc3C2C(=O)N2CCCC2)cc1 (centres undefined)	-11.0	-3.3
CC1C(=O)N(c2ccc3c(c2)OCO3)CCN1C(=O)c1ccc(C(F)(F)F)cc1 (centres undefined)	3.4	4.8
O=C(NCc1ccc(-n2ccnc2)cc1)c1ccccc1C(F)(F)F	3.0	9.0
CCn1ccc2sc(C)c(C(=O)NCc3ccc(C)cc3)c2c1=O	-2.0	14.8
Cc1c(C(=O)NC2CCCc3ccccc32)oc2ccc(S(=O)(=O)N3CCOCC3)cc12 (centres undefined)	-5.8	0.0
COC(OC)C12c3ccccc3C(c3ccccc31)C1C(=O)N(c3cccc(C)c3C)C(=O)C12 (centres undefined)	-3.3	24.0
COCCCNC(=O)c1cc2n(n1)CCCN(Cc1cccc(C)c1)C2=O	2.7	-4.5
COc1cccc(Nc2nc(Cl)nc(Nc3cccc(OC)c3)n2)c1	-152.6	26.0
COc1ccc(CCNC(=O)C(=O)Nc2c(C)cccc2C)cc1	4.0	-4.5
O=C1/C(=C/c2ccc(F)cc2)N=C2CCCCCN12	-6.9	-1.0
Cc1ccc(C(=O)N2CCN(CCNC(=O)C(=O)Nc3ccc(Br)cc3)CC2)cc1	0.1	13.0
CS(=O)(=O)N1CCCc2ccc(NC(=O)C3CC(=O)N(c4ccc(Cl)cc4)C3)cc21 (centres undefined)	-10.7	3.6
N#CC(N=Nc1ccc2c(c1)COCO2)S(=O)(=O)c1ccccc1 (centres undefined)	-0.1	·
CC(C)c1ccc(C2C3=C(CCCC3=O)NC3=C2C(=O)c2ccccc23)cc1 (centres undefined)	-3.9	75.0*
O=C(Nc1nc(-c2ccc([N+](=O)[O-])cc2)cs1)c1ccc(Cl)s1	4.0	2.0
CCOC(=O)CN1CCN(c2ccc(Cl)cc2)C(=O)C1C (centres undefined)	-1.4	0.6
Cc1ccc(C(=O)NC2CCCCC2)cc1Br	0.8	-5.6
CC1(C)CC(=NOC(=O)c2ccccc2)CC(C)(C)N1	-5.7	2.0
COc1cccc(C=C2Oc3cc(OC(=O)N4CCOCC4)ccc3C2=O)c1OC	-6.0	-5.8
O=C1OC(c2ccc(F)cc2)=N/C1=C/c1cc2c(cc1Cl)OCO2	-6.0	12.0
CCOc1ccc(Br)cc1/C=C1/C(=O)N(c2ccccc2)N=C1C	-2.9	19.0
CCN(CC)C(=O)c1cc2c(s1)CCC(C(=O)Nc1ccc(F)cc1F)C2 (centres undefined)	-3.3	0.7
O=C(Nc1cccnc1)C1C(c2ccccc2)C1(Cl)Cl (centres undefined)	-2.9	-7.0
Cc1cc2nn(Cc3ccc(F)cc3Cl)c(=O)n2c(C(C)C)n1	-3.3	-5.3
CCNC(=O)N1CC=C(C(=O)Nc2ccc(C)cc2)CC1	-1.5	-1.0
CC(C)CC(C(=O)N1CCOCC1)N1C(=O)c2cc(Cl)c(Cl)cc2C1=O (centres undefined)	-5.3	-5.0
N#CC(=CNc1ccccn1)C(=O)C1CC1	2.4	·
O=C(NC1CCCCC1)C(Cc1ccccc1)N1C(=O)c2ccccc2C1=O (centres undefined)	-7.2	-8.1
COC(=O)C1CN(Cc2cn(Cc3ccccc3)nn2)CCS(=O)(=O)N1Cc1ccc(F)cc1 (centres undefined)	-1.2	-17.1
CN1c2ccccc2C(=O)NC12CCN(C(=O)Nc1cccc(F)c1)CC2	-2.4	-5.5
Cc1ccc(S(=O)(=O)NCC2CC(=O)N(Cc3ccc(F)cc3)C2)c(C)c1 (centres undefined)	-10.8	3.6
Cc1cc(C)n(-c2cc(Nc3ccc(C)c(F)c3)ncn2)n1	-1.9	22.0

# Pulled by compound from the list above (2):
structure	Pf apPOL block	mHTT-CaM PPI inh
CC(=O)Nc1ccc(C2(C(=O)N3CCN(c4ccccc4)CC3)CCCCC2)cc1	-0.9	91.0*
CC(=O)N(c1ccc2oc3c(c2c1)CCCC3)S(=O)(=O)c1cccc([N+](=O)[O-])c1	8.8	9.0

# Following part
structure	Pf apPOL block	mHTT-CaM PPI inh
CCN1CCC[C@H]1CNC(=O)c1cc(S(N)(=O)=O)ccc1OC	2.1	·
Cc1cccc(-n2nc3c(c2NC(=O)/C=C/c2ccc4c(c2)OCO4)CS(=O)(=O)C3)c1C	-1.6	1.0
COc1cc(Br)cc(/C=C(\C#N)c2nc3ccccc3[nH]2)c1O	-2.2	-7.5
O=C(Cn1c(-c2nnco2)cc2ccccc21)NCc1ccco1	25.4	69.1*
Cc1ccc(Oc2ccc(-c3noc(-c4cnccn4)n3)cc2)cc1	-2.8	-25.1
CC1CCCCN1S(=O)(=O)c1ccc(NC(=O)c2ncn[nH]2)cc1 (centres undefined)	-6.5&-5.3	7.0&5.7
CC(C)(C)N1C(=O)C2C3C=CC(C2C1=O)C1C(=O)N(C(C)(C)C)C(=O)C31 (centres undefined)	-1.2	-0.2
CCCOc1ccc(-c2nc3s/c(=C\c4cccs4)c(=O)n3n2)cc1	6.0	-3.0

# Only part of the results is shown (hit frequency here may not be typical).
